GLA spleen mod – qHTS Assay for Inhibitors and Activators of Human alpha-Galactosidase From Spleen Homogenate; Alpha-galactosidase A (Homo sapiens), P06280; human spleen homogenate, 4MU-alpha-Gal fluorescence, 40 min; Potency, µM (top dose mostly 80 µM), without a hit: at the highest dose activity change, negative = inhibition, most hits filed as inhibitors; 240,000 tested, 0.008% active;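 also: 0% = enzyme with vehicle and -100% = no enzyme basal signal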
Target sequence (P06280 32-429 limits assumed): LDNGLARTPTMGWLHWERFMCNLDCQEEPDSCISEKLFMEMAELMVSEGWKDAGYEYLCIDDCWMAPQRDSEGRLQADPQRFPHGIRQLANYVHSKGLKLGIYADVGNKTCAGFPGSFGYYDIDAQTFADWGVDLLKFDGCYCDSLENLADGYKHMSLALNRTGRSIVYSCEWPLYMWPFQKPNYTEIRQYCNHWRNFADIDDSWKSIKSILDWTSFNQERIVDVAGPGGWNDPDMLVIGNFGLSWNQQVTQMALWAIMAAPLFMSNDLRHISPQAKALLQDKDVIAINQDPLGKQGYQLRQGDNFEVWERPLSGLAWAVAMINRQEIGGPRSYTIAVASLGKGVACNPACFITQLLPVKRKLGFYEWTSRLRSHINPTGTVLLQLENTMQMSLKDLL
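Human spleen homogenate (1 ug) as enzyme source, 4-methylumbelliferyl-alpha-D-galactopyranoside 1 mM final, citrate/phosphate pH 5.0 with 0.01% Tween-20. Compounds 40 min at 37C, NaOH/glycine stop; fluorescence Ex 365/Em 440, Hill-fit AC50.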
GAA inhib – qHTS Assay for Inhibitors of Human alpha-Glucosidase as a Potential Chaperone Treatment of Pompe Disease; Lysosomal alpha-glucosidase (Homo sapiens), P10253; purified human GAA, 4-MU-alpha-glucoside fluorescence; Potency, µM (highest dose often 76.9 µM), for inactives: at the highest dose activity change, negative = inhibition, actives largely listed as inhibitors; 200,000 tested, 0.005% active; AID 1466, 2008;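 also: plate controls were uninhibited enzyme wells for no effect and no-enzyme background for full effect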
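Human alpha-glucosidase, 4 nM, pre-mixed with test compounds before 400 uM 4-methylumbelliferyl substrate; 20 min room temperature at pH 5.0. Fluorescence read after pH 10 stop; AC50 values from Hill-equation fits.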
RGS12 GoLoco inh – qHTS Assay for Inhibitors of RGS12 GoLoco Motif Activity (Red Fluorophore); Guanine nucleotide-binding protein G(i) subunit alpha-1 (Homo sapiens), P63096; Gai1:RGS12 GoLoco peptide FP, rhodamine, 10 min; Potency, µM (doses to about 61.6 µM), without a hit: top-dose activity, negative = inhibition, actives largely listed as inhibitors; 230,000 tested, 0.44% active; active = well fitted inhibition curve with a large enough effect, not every such curve was filed as active; inactive = no such curve, though single readings can be large or run the other way; also: % is scaled to controls: 0 for no effect and ±100 for the full control effect; nearly all actives have a fitted effect of over 30% in size; many of its hits are not listed in these tables
aGlu spleen mod – qHTS Assay for Inhibitors and Activators of Human alpha-Glucosidase From Spleen Homogenate. Lysosomal alpha-glucosidase (Homo sapiens), P10253. human spleen homogenate, 4-MU-alpha-glucoside fluorescence. Potency, µM (doses to about 79.9 µM), for the others: at the highest dose activity change, negative = inhibition, usual class: inhibitors. 240,000 tested, 0.006% active. AID 2112, 2009;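 also: 0% = enzyme with vehicle and -100% = no enzyme basal signal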
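AC50 values come from Hill-equation fits of concentration-response data, normalized to no-enzyme and full-activity controls. Enzyme source: 1 ug human spleen homogenate; 1 mM fluorogenic 4-MU glucoside, pH 5.0 citrate buffer, 37 C, 40 min.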
ALDH1A1 inh – qHTS Assay for Inhibitors of Aldehyde Dehydrogenase 1 (ALDH1A1) | Aldehyde dehydrogenase 1A1 (Homo sapiens), P00352 | Purified ALDH1A1, NADH fluorescence, propionaldehyde substrate | Potency, µM (series often up to 75.3 µM), for the others: at the highest dose activity, negative = inhibition, usual class: inhibitors | 220,000 tested, 7.3% active | AID 1030, 2008; active = well fitted inhibition curve with a large enough effect, not every such curve was filed as active; inconclusive = small, poorly fitted or top-dose-only effect, or another doubt; inactive = no such curve, though single readings can be large or run the other way;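 also: plate controls were no enzyme wells and a reference inhibitor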
Target sequence (P00352 whole entry, looked up): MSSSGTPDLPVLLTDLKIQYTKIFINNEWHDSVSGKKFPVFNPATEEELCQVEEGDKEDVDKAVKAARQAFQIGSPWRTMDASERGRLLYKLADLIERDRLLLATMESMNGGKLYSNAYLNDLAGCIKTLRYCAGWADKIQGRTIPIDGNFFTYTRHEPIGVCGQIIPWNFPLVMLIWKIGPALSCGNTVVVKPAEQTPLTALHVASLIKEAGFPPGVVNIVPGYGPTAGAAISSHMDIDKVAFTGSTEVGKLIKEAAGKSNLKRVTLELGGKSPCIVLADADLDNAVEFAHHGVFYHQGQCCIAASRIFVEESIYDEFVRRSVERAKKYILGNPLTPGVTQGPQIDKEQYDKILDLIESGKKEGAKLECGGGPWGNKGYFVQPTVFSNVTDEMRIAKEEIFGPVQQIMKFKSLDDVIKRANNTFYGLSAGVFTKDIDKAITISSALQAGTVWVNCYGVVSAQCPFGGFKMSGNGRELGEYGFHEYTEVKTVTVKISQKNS
KDM4E inh – qHTS Assay for Inhibitors of Human Jumonji Domain Containing 2E (JMJD2E); Lysine-specific demethylase 4E (Homo sapiens), B2RXH2; JMJD2E catalytic domain, FDH-coupled NADH fluorescence (FDH is formaldehyde dehydrogenase); Potency, µM (highest dose often 57.1 µM), inactives show at the top dose activity change, negative = inhibition, most hits filed as inhibitors; 230,000 tested, 1.6% active; AID 2147, 2009; active = well fitted inhibition curve with a large enough effect, not every such curve was filed as active; inconclusive = small, poorly fitted or top-dose-only effect, or another doubt; inactive = no such curve, though single readings can be large or run the other way;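 also: 0% = wells with enzyme and -100% = buffer wells without enzyme; nearly all actives have a fitted effect of over 50% in size; many of its hits are not listed in these tables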
SMN2 splice enh – qHTS Assay for Enhancers of SMN2 Splice Variant Expression. HEK293 SMN2-luciferase splicing reporter, luminescence, 30-36 h. Potency, µM (highest dose often 46.1 µM), for inactives: top-dose activity change, positive = activation, actives largely listed as activators. 210,000 tested, 2.8% active. AID 1458, 2008; also: % of control where 0% means no effect; nearly all actives have a fitted effect of over 55% in size
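qHTS luciferase splicing reporter: luminescence rises when SMN2 exon 7 is included in transfected HEK293 cells. Compound exposure lasted 30-36 h at 37C, with 4.5 mM final sodium butyrate as control, followed by a ONE-Glo read.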
GAA glycogen mod – qHTS Assay for Inhibitors and Activators of Human alpha-Glucosidase Cleavage of Glycogen; Lysosomal alpha-glucosidase (Homo sapiens), P10253; recombinant GAA, glycogen substrate, Amplex Red glucose oxidase fluorescence; Potency, µM (top dose mostly 76.4 µM), without a hit: at the highest dose activity change, negative = inhibition, most hits filed as inhibitors; 300,000 tested, 0.38% active;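 also: 0% = full enzyme reaction and -100% = no-enzyme basal signal; the screen sought inhibitors and activators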
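Natural-substrate format: glycogen cleavage by 4 nM human enzyme, glucose read by Amplex Red coupling (Ex 573, Em 610 nm). Normalized to enzyme and no-enzyme controls.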
Active calls of the source: *; u = inconclusive; x = not tested or not shown; [ ] = another dose, or the depositor's remark. Unless noted, calls follow the shape of the dose curve; as a rule, active = well fitted curve in the direction sought with a large enough effect; inconclusive = small, poorly fitted or top-dose-only effect, or another doubt; inactive = no such curve, though single readings can be large; an effect the other way counts as inactive or inconclusive. Potency is read from the fitted curve at half-maximal effect. An excerpt, so the mix of outcomes need not match the whole.

No.	molecule	GAA glycogen mod	SMN2 splice enh	KDM4E inh	GLA spleen mod	RGS12 GoLoco inh	ALDH1A1 inh	aGlu spleen mod	GAA inhib
1	COc1ccc(C(=O)N2CCN(C(=O)Cc3ccccc3)CC2)cc1	5.7%	-2.5%	-1.9%	6.3%	4.6%	u	-18.2%	-10.2%
2	CC1=C(C(=O)OC(C)C)C(c2cccc(F)c2)N2C(=O)C(C)SC2=N1 (stereo not given)	-16.4%	-1.8%	-10.4%	7.2%	-5.6%	u	4.6%	-3.6%
3	O=C(N/N=C/c1ccco1)c1cc(-c2ccc3ccccc3c2)n[nH]1	-6.0%	-1.1%	-12.1%	3.3%	17.3%	2.1%	-0.7%	-1.4%
4	O=C(Nc1ccc(Br)cn1)C1CCCN1S(=O)(=O)c1ccccc1 (stereo not given)	-1.7%	-35.0%[inhibitor]	2.0%	-5.1%	-5.2%	u	-6.2%	-1.7%
5	O=C(Nc1nc(-c2ccccc2Cl)cs1)c1cccnc1	4.5%	-91.6%[inhibitor]	-8.0%	0.4%	4.5%	0.3%	-0.1%	-25.4%
6	O=C1NCCCC1C(=O)Nc1cccc(C(F)(F)F)c1 (stereo not given)	5.2%	-29.4%	2.3%	8.3%	6.1%	3.3%	-0.6%	0.0%
7	CC(C(=O)N1CCOCC1)N1C(=O)C2C3C=CC(C4CC34)C2C1=O (stereo not given)	2.5%	-2.0%	3.4%	1.3%	8.1%	3.3%	-2.7%	3.7%
8	COCCCNC(=O)CCCCCNS(=O)(=O)c1ccc(Br)cc1	-2.8%	-7.8%	-4.5%	5.3%	1.0%	-4.5%	-4.0%	4.5%
9	CCN(CC)S(=O)(=O)c1cc(C(=O)Nc2nncs2)c(Cl)cc1Cl	-4.7%	u	6.8%	-8.4%	0.7%	8.0%	-5.9%	-10.0%
10	O=C(CNS(=O)(=O)c1c(Cl)cccc1Cl)OCc1csc(-c2ccccc2)n1	-7.0%	59.5%	-15.1%	0.8%	-9.6%	-3.5%	6.2%	1.7%
11	Cn1cc(S(=O)(=O)N2CCc3ccccc3C2)c(=O)n(C)c1=O	-2.8%	5.9%	-0.3%	-3.6%	1.0%	-2.4%	-3.4%	1.1%
12	CCCCOc1ccccc1NC(=O)c1scc2c1OCCO2	-7.7%	-14.5%	u	0.0%	6.4%	-3.7%	x	-5.4%
13	C/C(=N\Nc1ccccn1)c1ccc(N2CCOCC2)cc1	u	14.1µM*	-27.3%	-7.4%	7.3%	-3.9%	-3.5%	-2.3%
14	CCOc1c(Cl)cc(Cl)cc1CNCCNCCO	3.6%	-0.3%	4.0%	3.5%	6.1%	4.5%	-3.5%	-8.4%
15	CCOC(=O)N1CCN(C(=O)c2ccc(NC(=O)CC)cc2)CC1	17.5%	8.0%	u	-17.3%	4.0%	5.9%	-0.6%	-2.8%
16	O=C(Nc1ccccc1C(=O)NCC1CCCO1)c1ccco1 (stereo not given)	2.2%	26.2%	-5.2%	13.9%	2.8%	-2.9%	-17.4%	-12.8%
17	Nc1nc(Cl)nc(N(c2ccccc2)c2ccccc2)n1	18.0%	-7.3%	-18.5%	-12.5%	-8.5%	-1.7%	-4.3%	1.8%
18	COc1cccc(Cn2c(=O)c(C)nc3cnc(N(C)C)nc32)c1	x	x	x	u	10.7%	u	5.2%	x
19	Cn1cccc1C(=O)N1CCC[C@@]2(CCN(c3ccccn3)C2)C1	x	-20.0%	x	-2.4%	7.8%	-13.1%	-1.0%	x
20	CC1=CC(=C(C#N)C#N)C=C(C)N1Cc1ccc(Cl)cc1	-10.8%	x	x	2.2%	-1.3%	u	1.2%	11.6%
21	COC(=O)C1=CN(C)C=C(C(=O)OC)C1c1ccc(O)c(OC)c1	u	-3.6%	u	0.3%	-7.6%	u	-2.6%	-7.6%
22	Cc1ccc(/C=N/NC(=O)Cc2cccn2C)s1	-3.5%	u	-5.4%	-5.0%	74.7%[activator]	3.4%	-1.1%	-5.3%
23	O=C(NNC(=S)Nc1ccc(Br)cc1Cl)c1ccncc1	u	13.6%	-1.0%	3.4%	6.9%	17.8µM*	3.6%	1.7%
24	Cc1cc(NC(=O)c2ccc(S(=O)(=O)N(C)C)cc2)n(-c2ccccn2)n1	5.1%	18.6%	2.5%	-7.1%	-16.8%	3.0%	-5.3%	0.5%
25	C/C(=N\NC(=O)c1ccc(Cn2cc(Br)cn2)o1)c1cccc(NC(=O)C(C)C)c1	9.4%	3.6%	14.1%	-6.2%	6.0%	-5.7%	-1.4%	-13.5%

Following part.
No.	molecule	GAA glycogen mod	SMN2 splice enh	KDM4E inh	GLA spleen mod	RGS12 GoLoco inh	ALDH1A1 inh	aGlu spleen mod	GAA inhib
26	O=C(Nc1ccc(Cl)cc1Cl)C1=Cc2ccccc2OC1	-1.0%	u	u	3.5%	-4.1%	-13.5%	5.5%	3.5%
27	COc1ccc(Cc2nnc(N/N=C/c3ccccc3O)[nH]c2=O)cc1OC	-4.6%	-80.0%[inhibitor]	6.31µM*	-0.2%	20.8%	6.7%	-13.7%	-1.6%
28	CC(NC(=O)OC(C)(C)C)C(=O)N1CCCC1C(=O)NC(Cc1ccccc1)C(N)=O (stereo not given)	-2.7%	-2.3%	0.0%	-2.5%	8.9%	6.4%	-6.4%	5.8%
29	COc1ccc(S(=O)(=O)NCC2CCCN(CC(C)(C)C)C2)cc1 (stereo not given)	-0.4%	x	-0.4%	0.5%	10.7%	20µM*	-11.5%	-0.7%
30	CCOC(=O)C(C(=O)OCC)C(CC(=O)C1CC1)c1ccccc1 (stereo not given)	0.2%	-8.1%	7.6%	-16.3%	9.9%	-3.4%	1.3%	-1.3%
31	CC(=O)[C@]1(O)Cc2c(O)c3c(c(O)c2[C@@H](O[C@H]2C[C@H](N)[C@H](O)[C@H](C)O2)C1)C(=O)c1ccccc1C3=O	x	-68.8%[inhibitor]	u	6.9%	1.58µM*	u	-11.2%	x
32	Cc1cccc(OCCNC(=O)c2ccc(Oc3ccc(C(F)(F)F)cc3[N+](=O)[O-])cc2)c1	-13.5%	-23.3%	3.6%	9.0%	6.2%	4.3%	-1.5%	-12.9%
33	Cc1cccc(NC(=O)CSc2nnc(CCC(=O)Nc3ccc(C)c(Cl)c3)n2C)c1	-6.7%	-20.0%	10.2%	7.2%	3.5%	5.9%	4.2%	-7.5%
34	CCOc1cc(NC(=O)c2ccco2)c(OCC)cc1NC(=O)CCC(=O)NCc1cccnc1	21.5%	5.9%	u	15.3%	7.6%	u	-0.6%	u
35	Cn1nc(-c2ccc(Cl)cc2)c2cc(C(=O)N3CCN(C(=O)c4ccco4)CC3)sc21	6.9%	-2.8%	u	6.1%	7.4%	u	1.1%	-12.9%
36	C/C(=N\NC=O)c1ccncc1	9.5%	6.2%	1.2%	0.6%	-17.0%	10.1%	x	-7.2%
37	O=C(Nc1ccc2[nH]c(=O)[nH]c2c1)C(F)(F)F	4.6%	-7.4%	-7.4%	-2.9%	6.9%	7.6%	0.4%	-10.3%
38	COC(=O)Nc1ccc2c(c1)ncn2C1CCCCC1	4.3%	1.3%	3.1%	2.1%	7.1%	u	5.4%	-16.3%
39	CC(C)(C)C1CCC2(CC1)NC(=S)N(c1ccccc1)N2 (stereo not given)	u	-37.3%[inhibitor]	u	2.4%	6.8%	u	9.3%	-9.4%
40	O=C(CCCC(=O)N(CC(=O)NC1CCCC1)Cc1ccc(F)cc1)Nc1ccccn1	7.3%	17.3%	4.3%	6.1%	1.0%	1.2%	-19.8%	-5.3%
41	COC(=O)C1=C(C)N(c2cccc(C(C)=O)c2)C(=O)C1	-7.7%	-5.1%	1.9%	-1.7%	-1.0%	-1.0%	-6.7%	-2.8%
42	CSc1nc(=O)n2cc(C)ccc2n1	1.6%	21.6%	-21.4%	5.1%	-3.9%	2.7%	-17.4%	-0.9%
43	C/C(=N\NC(=O)c1cccc(S(=O)(=O)Nc2cccc(Cl)c2)c1)c1cccs1	-2.7%	x	u	1.3%	x	u	-2.8%	-1.2%
44	O=[N+]([O-])c1ccc(-c2nn(-c3ccccc3)cc2/C=N/n2c(-c3cccs3)n[nH]c2=S)cc1	-2.0%	x	-19.1%	2.2%	3.0%	x	-12.6%	x
45	C=CCSc1cc(C)nc2c(-c3ccccc3)c(C)nn12	-6.4%	x	8.4%	14.1%	-1.9%	x	0.0%	x
46	N#C/C(=C/c1ccc(N2CCOCC2)c([N+](=O)[O-])c1)C(N)=O	-5.0%	4.1%	2.3%	2.0%	3.8%	-0.2%	2.9%	-9.7%
47	Cc1cc(C)cc(OCC(=O)OC/C(O)=C(\C#N)c2nc3ccccc3[nH]2)c1	-3.2%	3.0%	-16.6%	-1.2%	63.7%[activator]	13.8%	-4.3%	-3.6%
48	CC(=O)c1c(N2CCN(c3ccccc3)CC2)nc(=S)n(-c2ccccc2)c1C	-6.8%	-6.7%	0.9%	-0.1%	21.6%	-17.0%	1.1%	-8.9%
49	Cc1cc2ncn(CC3CC3(Cl)Cl)c2cc1C (stereo not given)	-8.0%	-11.4%	0.3%	1.0%	0.1%	3.0%	-3.5%	3.1%
50	COc1ccc(N2CCN(Cc3nc(N)nc(Nc4ccccc4OC)n3)CC2)cc1	39.8µM*	-12.2%	-13.7%	3.8%	8.5%	u	11.4%	-5.1%
51	CCOc1ccc(NC(=S)NCc2cccnc2)cc1	-3.6%	x	9.8%	6.7%	3.9%	4.0%	2.5%	u
52	O=C(NCc1ccco1)C(=O)c1cn(CC(=O)N2CCCC2)c2ccccc12	10.5%	-13.2%	-3.9%	-0.8%	3.4%	-0.8%	-6.8%	2.9%

Screening results (PubChem BioAssay)
